Myeloid diff MLP: induction of myeloid progenitor differentiation, primary screen, cell-based, flow cytometry, MLPCN library; ER-HoxA9 myeloid progenitors, lysozyme-GFP differentiation; calls only at 10 µM; actives 1% (n = 360,000);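 active means normalized GFP-positive differentiation at or above the plate's own cutoff, the solvent-only control mean plus 3 SD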;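 further: cells exposed to compound for four days before flow analysis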
HIV fusion peptide: inhibitors of HIV fusion peptide binding, primary screen, biochemical, uHTS, fluorescence dequenching (AID 1986). cell-free peptide binding, fluorescence dequenching, 30 min; higher % means a stronger effect. one-dose inhibition, % at 20 µM; IC50 in µM for titrated hits. actives 0.3% (n = 290,000); in the data active means inhibition mostly above about 52%, no sharp cut-off; inactive means mostly below about 76%; further: some results filed as inactive read as strong as hits
KOR beta-arrestin-1: KOR agonists, beta-arrestin recruitment, primary screen, cell-based, luminescence, uHTS (AID 1777) | Kappa-type opioid receptor (Homo sapiens) | KOR beta-arrestin recruitment, luminescence; higher % means a stronger effect | actives 0.02% (n = 280,000) | activation, % at 10 µM; hits with a dose series show EC50 in µM; in the data active means activation above about 50%, passing the limit was not always enough; further: a part of the inactive calls stands beside numbers as strong as those of hits
KOR beta-arrestin-2: KOR antagonists, beta-arrestin recruitment, cell-based, luminescence, uHTS (AID 1778). actives 0.091% (n = 290,000). one-dose inhibition, % at 10 µM; IC50 in µM for titrated hits. KOR beta-arrestin recruitment, luminescence, antagonist mode; higher % means a stronger effect. Kappa-type opioid receptor (Homo sapiens); further: strong numbers were not always called active
SIAH1 antagonists: Siah-1 peptide-binding antagonists, primary screen, biochemical, fluorescence polarization, rhodamine-plectin, uHTS (AID 1817) | E3 ubiquitin-protein ligase SIAH1 (Homo sapiens) | Siah-1 / rhodamine-plectin peptide fluorescence polarization; higher % means a stronger effect | one-dose displacement, % at 20 µM; IC50 in µM for titrated hits | actives 0.02% (n = 290,000);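 active means displacement of at least 50% at 20 µM, with a fluorescence ratio check between 0.3 and a set limit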;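 further: plate controls were Siah plus tracer with DMSO for no effect and tracer alone without Siah for full effect; strong numbers were not always called active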
LYP inhibition: inhibitors of LYP phosphatase, biochemical, fluorescence intensity, uHTS (AID 1779) | Tyrosine-protein phosphatase non-receptor type 22 (Homo sapiens) | inhibition, % at 11.5 µM; hits with a dose series show IC50 in µM | actives 0.054% (n = 290,000) | recombinant LYP phosphatase, fluorescence intensity; higher % means a stronger effect;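 further: plate controls were vehicle with enzyme for no effect and no enzyme for full effect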
NOD2 inhibition: NOD2 signaling inhibitors, cell-based, luminescence, uHTS, HEK293 (AID 1566). HEK293 NOD2/NF-kB luciferase reporter, luminescence; higher % means a stronger effect. actives 0.63% (n = 290,000). one-dose inhibition, % at 4 µM; EC50 in µM for titrated hits; further: many of its hits are not listed in these tables
NOD1 inhibition: NOD1 signaling inhibitors, primary screen, cell-based, luminescence, uHTS (AID 1578) | one-dose inhibition, % at 4 µM; EC50 in µM for titrated hits | actives 1% (n = 290,000) | NOD1-driven NF-kB luciferase reporter cells, luminescence; higher % means a stronger effect; in the data active means inhibition mostly above about 36%, no sharp cut-off; inactive means mostly below about 34%;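 further: HEK-293T reporter cells stimulated with the NOD1 agonist gamma-tri-DAP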
PhoP inhibition: inhibitors of PhoP regulon expression, primary screen, Salmonella Typhimurium, GFP reporter (AID 1863); one-dose inhibition, % at 50 µM; IC50 in µM for titrated hits; actives 0.16% (n = 300,000); S. Typhimurium PhoP-regulated promoter GFP reporter, 4 h; higher % means a stronger effect;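 active means inhibition over 29.93%, a cutoff 3 SD above the screen mean, later confirmed by dose response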;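 further: 0% = low Mg2+ inducing control and 100% = high Mg2+ repressing control; strong numbers were not always called active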
Myeloid diff MLP GFP+ MAC1+ %: second read-out of Myeloid diff MLP, no call of its own (marks repeat the call); GFP+ MAC1+ double positive, %; measured here: differentiation confirmed by MAC1 staining
An asterisk follows results filed as active; i = inactive; / = not tested or not shown; [ ] = another dose, or the depositor's remark. Unless noted, no stated cut-off is given here; in the data, active means inhibition above about 50%; inactive means the rest. Some of the compounds tested (hit frequency here may not be typical).

Under each structure – Myeloid diff MLP	Myeloid diff MLP GFP+ MAC1+ %	HIV fusion peptide	KOR beta-arrestin-1	KOR beta-arrestin-2	SIAH1 antagonists	LYP inhibition	NOD2 inhibition	NOD1 inhibition	PhoP inhibition
O=C(CCSCCc1ccccn1)Nc1ccc(Br)cn1
    i	1.9	-1.6%	-8.0%	11%	1%	-9%	18%	-2%	-7%
Cc1cccc(NC(=S)Nc2ccc3cn[nH]c3c2)c1
    i	0.7	2.8%	0.1%	0%	2%	2%	-1%	-16%	-6%
COc1ccc(C(=O)Nn2c(C)nc3ccccc3c2=O)cc1
    i	0.4	-1.2%	-4.1%	-9%	1%	-6%	34%	1%	6%
Cc1cccc(C(C)C)c1NC(=O)COC(=O)COc1ccc2c(C)cc(=O)oc2c1
    i	0.9	-1.7%	-2.6%	40%	6%	-4%	10%	-29%	10%
COc1cc(/C=N/NC(=O)COc2c(C)cc([N+](=O)[O-])cc2C)ccc1OC(=O)c1ccccc1Br
    i	0.6	5.5%	3.3%	-3%	6%	1%	7%	-38%	-2%
CCOC(=O)N1CCN(CC(O)COC(CC)c2ccccc2)CC1 (stereo not drawn)
    i	1.2	-2.0%	0.5%	40%	3%	-2%	-7%	-18%	-12%
CCOC(=O)C1(Cc2cccc(OC)c2)CCCN(CCO)C1 (stereo not drawn)
    i	0.4	0.6%	2.4%	-49%[20 µM]	12%	-5%	-5%	-15%	-5%
COc1cc(/C=N/NC(=O)Nc2ccccc2)ccc1OC(C)=O
    i	0.1	0.9%	0.5%	10%	1%	-3%	-44%	-44%	-8%
Cc1nn(CC(=O)N2CCc3ccccc3C2)c(C)c1Cl
    i	6.3	1.9%	3.9%	-32%	8%	-3%	12%	2%	-10%
CC(C)(C)C(=O)Cn1ncc(NC2CC2)c(Br)c1=O
    i	0.8	-1.9%	-3.4%	-13%	5%	1%	6%	-5%	0%
CCOC(=O)c1cccc(P(C)(C)=O)c1
    i	0.0	2.7%	-2.8%	-27%	4%	-5%	4%	-10%	-18%
CC(C)c1ccc(-c2nnc(N)s2)cc1
    i	0.6	0.5%	9.0%	11%	-5%	-1%	-58%	-74%	-4%
O=C(Cc1ccccc1)NC(c1ccco1)c1c(O)ccc2ccccc12 (stereo not drawn)
    i	0.2	8.9%	/	1%[20 µM]	0%	-1%	10%	-18%	0%
CCOC(=O)c1[nH]c2ccccc2c1NC(=O)CCN1CCN(C(=O)OCC)CC1
    i	1.4	7.1%	1.7%	-13%	-3%	-5%	4%	-32%	-1%
COc1cc(/C=N/NC(N)=O)ccc1OC(=O)c1ccc(C)cc1
    /	/	-1.4%	4.2%	-28%	-1%	2%	0%	6%	8%
O=C(CNC(=O)c1ccccc1)NCCc1ccc(O)c(O)c1
    i	1.2	16%	-4.1%	5%	-3%	-3%	-12%	-8%	1%
COc1ccc(CCNC(=S)NC(=O)c2c(-c3ccccc3Cl)noc2C)cc1OC
    i	1.1	-2.1%	2.4%	14%	10%	-1%	9%	-3%	1%
CCCNc1c(NS(=O)(=O)c2c(F)c(F)c(F)c(F)c2F)c(=O)oc2ccccc12
    i	2.1	-1.2%	-2.4%	-24%	2%	-11%	17%	22%	-3%
CC(C)Cn1cnc2c(c1=O)c1nc3ccccc3nc1n2Cc1ccc2c(c1)OCO2
    /	/	-2.0%	13%	-38%	-3%	0%	6%	-3%	-3%
COc1cc(Cl)c(C)cc1NC(=O)CNC(C)c1ccccc1OC (stereo not drawn)
    i	0.9	2.4%	-1.0%	2%	-2%	-4%	10%	-10%	3%
O=C(c1cc(COc2ccc(F)cc2Cl)on1)N1CCN(c2cnccn2)CC1
    i	3.0	0.4%	-0.8%	-7%	10%	-9%	-6%	-28%	4%
COc1cccc(OC)c1CN1CCCC(C(=O)c2ccccc2SC)C1 (stereo not drawn)
    i	0.3	-0.3%	/	0%[20 µM]	3%	-8%	16%	-4%	11%
CN(C)CCNC(=S)Nc1ccc(F)c(F)c1F
    i	0.5	0.6%	-4.0%	4%	6%	-4%	5%	-32%	-11%
O=C(O)/C=C/C(=O)NCc1cn(-c2ccccc2)nc1-c1cccc(Br)c1
    i	0.4	9.2%	-0.2%	1%	5%	5%	-13%	-26%	16%
CCOc1ccc(NC(=O)CN(C)CC(=O)Nc2ccccc2C#N)cc1OCC
    i	1.5	2.2%	3.6%	-18%	14%	-5%	7%	-16%	-10%
CCOC(=O)c1ccc(NC(=S)N2CCN(CCNC3=CC(=O)CC(C)(C)C3)CC2)cc1
    i	0.1	-0.6%	-5.0%	-16%	6%	-3%	-6%	-30%	5%
CCCCC(=O)OCC(=O)N1N=C(c2c[nH]c3ccccc23)C(O)C1c1ccc(OC)cc1 (stereo not drawn)
    i	0.3	-2.2%	2.8%	-22%	-6%	3%	-9%	-1%	-4%
COc1ccc(N/C=C/C(=O)c2ccc3c(c2)OCO3)cc1OC
    i	0.4	-1.6%	3.7%	24%	-4%	6%	-40%	-74%	0%
C=CCn1c(COc2cccc(C)c2)nnc1SCC(=O)c1c[nH]c2c(CC)cccc12
    i	0.7	-2.3%	0.4%	38%	9%	2%	15%	-18%	-7%
CCSC1=C(C#N)C(c2ccc(C)s2)CC(=O)N1 (stereo not drawn)
    i	7.5	2.9%	-3.3%	-14%	8%	-4%	7%	-6%	/
COc1ccc(-n2cnc3sc(-c4ccccc4)cc3c2=O)cc1
    i	0.8	4.0%	0.7%	-9%	3%	-7%	-66%	-6%	6%
CCOC(=O)C1(Cc2ccc(Cl)cc2)CCN(C2CCC2)CC1
    i	1.2	-0.8%	-3.8%	14%	2%	-3%	-14%	-2%	-6%
CC(C)CN1CCN(Cc2cnc(-c3ccc(Cl)cc3)nc2)CC1CCO (stereo not drawn)
    i	0.0	-0.2%	/	-10%[20 µM]	-4%	-8%	8%	6%	-1%
CCn1cc(C(=O)O)c(=O)c2cc(S(=O)(=O)N(C)C)ccc21
    i	4.5	0.3%	4.4%	4%	13%	-5%	11%	-35%	-6%
O=C(N/N=C/c1ccc2nccnc2c1)c1ccc(Br)cc1
    i	0.1	-2.2%	-1.0%	23%	14%	-2%	16%	-4%	-4%
O=C(/C=C/c1ccc2c(c1)OCO2)NCc1ccco1
    i	2.6	5.5%	-3.0%	46%	1%	-1%	-39%	-38%	-9%
CCCN(C(=O)C(=O)Nc1ccc2nc3n(c(=O)c2c1)CCCCC3)c1ccc(OCC)cc1
    i	0.6	-1.9%	3.1%	42%	-6%	-2%	-1%	-6%	2%
Cc1nn(CCOc2ccccc2)c(=O)n1-c1cccc(F)c1
    i	1.1	-2.4%	1.7%	-39%	2%	-2%	0%	1%	6%
COC(=O)c1sc(C(C)(C)C)cc1CS(=O)(=O)c1ccc(Cl)cc1
    i	0.3	0.6%	1.8%	-8%	10%	-3%	26%	2%	-13%
COC(C[C@H]1O[C@@H]1[C@@H](O)[C@H](C)OCc1ccccc1)OC
    i	0.9	2.7%	-0.3%	14%	1%	-5%	18%	-2%	5%

The list goes on; it opens with the two that closed the last part.
Under each structure – Myeloid diff MLP	Myeloid diff MLP GFP+ MAC1+ %	HIV fusion peptide	KOR beta-arrestin-1	KOR beta-arrestin-2	SIAH1 antagonists	LYP inhibition	NOD2 inhibition	NOD1 inhibition	PhoP inhibition
COC(=O)c1sc(C(C)(C)C)cc1CS(=O)(=O)c1ccc(Cl)cc1
    i	0.3	0.6%	1.8%	-8%	10%	-3%	26%	2%	-13%
COC(C[C@H]1O[C@@H]1[C@@H](O)[C@H](C)OCc1ccccc1)OC
    i	0.9	2.7%	-0.3%	14%	1%	-5%	18%	-2%	5%
O=C1CCCCCN1Sc1ccccc1
    i	0.6	4.8%	-3.6%	-96%	0%	-6%	-19%	13%	16%
Cc1ccc(C)c(OCCCCN2CCNCC2)c1C
    i	0.5	0.9%	8.2%	-29%	-3%	-10%	10%	-14%	9%
CCOC(=O)C1CCN(CC(=O)Nc2c(C(=O)OC)[nH]c3ccccc23)CC1
    /	/	-2.0%	3.0%	19%	4%	-8%	10%	11%	-1%
OCCc1ccc(O)c(-n2nc3ccccc3n2)c1
    i	0.6	-0.5%	-4.3%	-4%	14%	-7%	-33%	-120%	5%
CCCNC(=O)N1CCN(Cc2ccco2)CC1
    i	0.5	-0.8%	-3.1%	2%	1%	-10%	15%	-11%	-4%
Cc1cc(C(=O)Nn2c(-c3ccc(Br)cc3)nc3ccccc3c2=O)ccc1[N+](=O)[O-]
    i	0.3	15%	1.0%	-1%	17%	2%	26%	26%	-4%
Nc1nc(CSc2nc3ccccc3[nH]2)cs1
    i	0.8	1.7%	1.1%	-50%	-7%	-1%	-22%	-22%	4%
COc1cccc(Oc2ccc3nnc(C(F)(F)F)n3n2)c1
    i	0.1	-2.6%	3.7%	-15%	0%	-7%	1%	15%	0%
O=C(O)C(Cc1ccc(O)cc1)N1C(=O)c2ccccc2C1=O (stereo not drawn)
    i	0.7	-1.6%	-5.0%	4%	2%	-5%	-30%	3%	-4%
COc1ccc2nc(/N=C(\N)NC(=O)C(C)(C)C)nc(C)c2c1
    i	0.3	1.4%	1.5%	1%	-3%	-14%	-32%	-21%	1%
CC(C)CC1NC2(C(=O)N(C)c3ccccc32)C2C(=O)N(C(C)C)C(=O)C12 (stereo not drawn)
    i	2.4	-2.4%	-4.1%	4%	-5%	1%	-6%	1%	-3%
Cc1ccc(-c2nc(-c3ccccn3)no2)cc1Cl
    i	0.0	-1.4%	-1.6%	18%	5%	-6%	48%	71%*	-22%
COc1ccccc1CC(=O)NNS(=O)(=O)c1ccc([N+](=O)[O-])cc1
    i	0.5	-0.2%	-4.2%	-25%	3%	-5%	9%	-44%	/
CCC(=O)Nc1ccc2nc3c(=O)[nH]c(=S)[nH]c3nc2c1
    i	0.1	22%	-0.1%	11%	20%	-5%	-2%	-2%	1%
CCN(CC(=O)Nc1c(F)cccc1F)C(=O)COc1ccc2c(C)cc(=O)oc2c1
    i	1.2	1.1%	-6.2%	1%	-2%	-7%	22%	-29%	-3%
Oc1csc(Cc2nc(-c3ccccc3F)cs2)n1
    i	0.5	9.3%	5.6%	-34%	-2%	4%	-102%	7%	-8%
CS(=O)(=O)N(CC(=O)N1CCOCC1)c1cccc([N+](=O)[O-])c1
    i	0.5	-0.8%	-0.1%	-16%[20 µM]	5%	-7%	4%	-28%	6%
CCOc1cccc(NC(=O)Cc2cccs2)c1
    i	1.1	-0.7%	-1.6%	32%	1%	-6%	8%	2%	10%
O=C(Nc1nc(-c2cc3ccccc3o2)cs1)c1ccc(S(=O)(=O)N2CCCC2)cc1
    i	0.9	2.1%	9.8%	0%	18%	-2%	37%	44%	-12%
CCOC(=O)Cc1csc(SCC(=O)NC2CCCCC2)n1
    i	0.5	-0.7%	-1.9%	9%	-2%	-12%	15%	1%	-9%
